SARS 3CLpro inh = SARS-CoV 3CLpro protease inhibition; P0C6X7; recombinant SARS-CoV 3CLpro, quenched FRET peptide cleavage; inhibition, % at 6 µM; actives 0.14% (n = 290,000); AID 1706; in the data active means inhibition above about 12%
TcdB GH inh = TcdB glycohydrolase inhibition. P18177. TcdB glycohydrolase enzymatic assay, plate reader. inhibition, % at 9.99 µM. actives 0.24% (n = 350,000). AID 652162; in the data active means inhibition above about 10%
MazEF act = increases E. coli MazEF RNase cleavage of RNA; P0AE70; FAM/BHQ RNA-DNA oligo cleavage fluorescence, 5 h; activation, % at 20 µM; actives 0.32% (n = 350,000); AID 504720; in the data active means activation above about 50%
Target sequence (P0AE70 whole entry, looked up): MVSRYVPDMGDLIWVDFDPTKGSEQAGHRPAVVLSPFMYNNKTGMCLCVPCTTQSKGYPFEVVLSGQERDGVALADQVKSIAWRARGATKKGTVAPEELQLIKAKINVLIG
Rv3671c inh = inhibits the M. tuberculosis serine protease Rv3671c | actives 0.048% (n = 320,000) | P9WHR9 | AID 2606 | inhibition, % at 5.96 µM; in the data active means inhibition above about 38%;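 further: extracellular domain of Rv3671c used as enzyme; 0% = enzyme with DMSO and 100% = no enzyme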
Target sequence (P9WHR9 whole entry, looked up, the tested form may be a part): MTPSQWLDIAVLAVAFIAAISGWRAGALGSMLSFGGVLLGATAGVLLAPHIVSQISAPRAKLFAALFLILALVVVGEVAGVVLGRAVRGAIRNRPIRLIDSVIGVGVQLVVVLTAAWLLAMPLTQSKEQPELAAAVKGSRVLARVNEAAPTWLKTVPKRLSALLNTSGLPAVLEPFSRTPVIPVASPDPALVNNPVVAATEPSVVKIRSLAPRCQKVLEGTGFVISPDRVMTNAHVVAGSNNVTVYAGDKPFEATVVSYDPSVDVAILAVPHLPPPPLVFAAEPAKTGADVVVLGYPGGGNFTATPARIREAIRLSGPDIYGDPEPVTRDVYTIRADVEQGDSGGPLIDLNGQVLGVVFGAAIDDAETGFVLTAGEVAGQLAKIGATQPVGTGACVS
Anthrax LF inh2 = inhibitors of Bacillus anthracis lethal factor protease; actives 0.12% (n = 360,000); P15917; multiplex microsphere protease cleavage assay, LF; inhibition, % at 10 µM; AID 588501; in the data active means inhibition above about 30%; inconclusive means no clear call, values can overlap the other calls; further: plate controls were buffer without enzyme for full effect and enzyme alone for no effect
SSB-PriA inh = K. pneumoniae PriA-SSBct interaction inhibition. AlphaScreen SSBct-PriA binding, biotinylated peptide. inhibition, % at 33 µM. actives 0.6% (n = 430,000). AID 1272365; in the data active means inhibition mostly above about 37%, no sharp cut-off; inactive means mostly below about 20%;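 further: plate controls were negative control peptide for no effect and reference peptide for full effect; strong numbers were not always called active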
VHR inh abs = DUSP3 (human) phosphatase inhibition; recombinant VHR phosphatase, pNPP absorbance; AID 1654; actives 0.52% (n = 290,000); inhibition, % at 13.3 µM; in the data active means inhibition above about 50%; further: some compounds called inactive have numbers as strong as hits
Target sequence (P51452 whole entry, looked up): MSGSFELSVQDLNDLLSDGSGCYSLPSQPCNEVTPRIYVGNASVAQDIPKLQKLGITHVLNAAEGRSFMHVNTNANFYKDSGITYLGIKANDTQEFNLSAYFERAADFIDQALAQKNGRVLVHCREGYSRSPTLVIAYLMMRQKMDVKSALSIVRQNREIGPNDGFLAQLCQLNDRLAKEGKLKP
BH1578 lux ind = induces V. cholerae light production without autoinducers | V. cholerae BH1578 lux reporter, luminescence, 6 h | activation, % at 18.7 µM | actives 0.16% (n = 350,000); in the data active means activation mostly above about 9.7%, no sharp cut-off; inconclusive means no clear call, values can overlap the other calls; inactive means mostly below about 3.7%; further: not every result past the cut was called active; inactives centre near 0; reference of the scale not given here
PfHsp40 rescue = compounds rescuing yeast from Plasmodium falciparum HSP40 toxicity. actives 0.68% (n = 340,000). growth rescue, % at 12.5 µM. S. cerevisiae expressing PfHsp40, growth rescue, ATP luminescence; in the data active means growth rescue above about 28%, passing the limit was not always enough; inconclusive means no clear call, values can overlap the other calls;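 further: yeast W303a lacking pdr1 and pdr3 grown in galactose medium; growth measured after three days at 30 °C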
Yp Topo-I inh = blocks Yersinia pestis topoisomerase I activity | Y. pestis Topo-I cleavage product accumulation, plate reader | activity, % at 10 µM | actives 0.064% (n = 360,000) | AID 504884; in the data active means activity above about 50%, passing the limit was not always enough; inconclusive means no clear call, values can overlap the other calls; further: inactives centre near 2
Numbers without * were called inactive; i = inactive; ? = inconclusive; · = no result given. Some of the compounds tested; rates above refer to the full screens.

SMILES	SARS 3CLpro inh	TcdB GH inh	MazEF act	Rv3671c inh	Anthrax LF inh2	SSB-PriA inh	VHR inh abs	BH1578 lux ind	PfHsp40 rescue	Yp Topo-I inh
O=c1[nH]nc(-c2ccc(F)cc2)cc1-c1ccccc1	0	1.4	-3	·	-7	8	21	1.2	-1.0	2
O=C(COC(=O)c1cccc(S(=O)(=O)N2CCCCCC2)c1)Nc1ccccc1	·	4.9	-2	·	-4	-11	·	-0.3	1.6	8
O=C(NN1C(=O)C2C3C=CC(C4CC34)C2C1=O)c1cccc(Br)c1 (stereo not given)	7	0.2	5	3	2	-5	0	-0.5	-1.0	3
COc1ccccc1NC(=O)CN1CCN(CC(=O)Nc2ccc(F)cc2F)CC1	1	0.6	-3	·	-3	0	-10	i	-1.3	6
COc1cccc(-c2cc(C(=O)NC3CCCCC3)no2)c1	-2	-0.7	0	-4	-3	-2	25	-0.3	-1.0	0
COc1ccccc1NC(=O)C1(c2ccccc2)CCCC1	0	1.0	-8	-8	-1	-44	1	-2.1	1.6	39
O=C(NC(=S)N1C[C@H]2C[C@H](C1)c1cccc(=O)n1C2)c1ccc(F)cc1	0	0.8	4	-10	3	-9	20	-0.4	0.2	0
CCc1noc(C)c1C(=O)Nc1nc2c(C)cc(C)cc2s1	·	-0.8	-3	-9	-3	-7	·	-1.5	-0.2	8
CCCCn1cc2c(c1-c1cccc(C)c1)c(=O)n(C)c(=O)n2C	4	0.7	8	0	2	-8	17	-0.5	-0.1	4
O=C(CSc1ncnc2ccccc12)c1cccs1	0	0.7	5	11	0	-9	2	-0.3	-0.7	-3
CSc1nc(-c2ccco2)nn1S(C)(=O)=O	2	·	-6	5	2	-11	0	·	0.1	1
Cc1ccc(Cc2c[nH]c(=S)s2)cc1	0	2.5	2	1	-7	4	27	i	3.1	-1
CCOC(=O)N1CCC(n2c(SCC(=O)NCCC3=CCCCC3)nc3ccccc3c2=O)CC1	2	·	1	-2	-1	-10	12	i	-0.7	9
O=[N+]([O-])c1ccc(Nc2ccccc2O)c2nonc12	5	-5.3	232*	·	6	41*	13	i	0.1	-8
Cc1cccc(-n2c(O)c(C=NC3CCS(=O)(=O)C3)c3ccccc3c2=O)c1 (stereo not given)	-3	·	3	16	-4	9	14	-0.6	0.4	-5
O=C(N/N=C/c1cc2c(cc1Br)OCO2)c1cccnc1	2	0.3	10	7	-8	·	-11	0.2	-1.1	-6
CCn1ncc(C2=NOC(C(=O)Nc3ccc(C)cc3)C2)c1C (stereo not given)	-1	·	4	0	1	-10	-8	i	0.6	-2
COc1cc(NC(=O)CSc2nnc(-c3cc(C)on3)o2)cc(OC)c1	-6	-0.1	10	-14	-1	-10	-8	-0.1	0.6	7
CCCCn1c(-c2ccc([N+](=O)[O-])cc2)n[nH]c1=S	8	·	0	9	-5	-11	10	i	0.4	2
NC(=O)COc1ccc(/C=N/NC(=O)C2CCCN2S(=O)(=O)c2ccc(Cl)cc2)cc1 (stereo not given)	-4	·	2	7	-2	·	16	-0.4	0.0	-5
O=C(CSc1ncnc2c1cnn2-c1ccc(F)cc1)NCC1CCCO1 (stereo not given)	0	1.5	6	-2	-4	-19	4	-1.5	0.3	1
Clc1cccc(C2CCN(Cc3nc(COc4ccccc4)no3)C2)c1 (stereo not given)	1	1.5	2	1	-5	-7	9	0.0	0.8	30
N#CCOc1coc(CN2CCN(c3ccccc3)CC2)cc1=O	4	1.0	-22	2	1	-7	16	-0.4	-0.3	-6
O=C(O)c1cccc(NS(=O)(=O)c2ccc(Oc3ccc(S(=O)(=O)Nc4cccc(C(=O)O)c4)cc3)cc2)c1	·	-7.0	0	-11	-8	6	·	-0.4	3.3	-5
O=C(Nc1cccc(-c2cccc(Cl)c2)c1)C1CCN(Cc2ccccn2)CC1	0	0.9	0	-3	-4	-3	-23	-0.6	0.9	10
CSc1ccccc1NC(=O)CNCCCN1CCOCC1	2	-0.3	0	5	-3	-5	14	-0.4	0.8	6
O=C(CCn1c(=O)c2sccc2n(CC(=O)NCc2ccco2)c1=O)NCc1ccccc1	7	·	5	5	-4	-7	-1	-0.1	-0.9	-8
CCCOc1ccc(C(C)=O)cc1Cc1c(O)nc(SC)[nH]c1=O	-2	-4.6	9	2	-1	-7	44	-0.3	0.4	-3
COc1cc(OC)c2ccc(=O)oc2c1C(CCN1CCN(c2ccccc2)CC1)c1ccc(N(C)C)cc1 (stereo not given)	·	-2.0	4	-5	6	55*	26	i	0.8	1
CCCn1c(=O)c(C(=O)NNC(=O)c2ccccc2Cl)c(O)c2ccccc21	7	2.0	3	-2	-1	-18	-3	i	0.9	15
CCOC(=O)c1[nH]c(Cc2[nH]c(C(=O)OCC)c(C)c2CCC(=O)OC)c(CCC(=O)OC)c1C	0	·	1	3	?	0	2	-0.4	1.1	28
CC12COC3(C(=O)Nc4ccc(Cl)cn4)CC1CCC32C (stereo not given)	-2	·	5	3	3	-9	-16	-1.4	0.4	1
CN(C(=O)c1ccccn1)c1nnc(-c2cnccn2)s1	3	·	11	-3	1	-6	-2	-1.0	-1.0	2
Cc1ccc(-n2ccnc(SCC(=O)NC3CCCC3)c2=O)cc1Cl	·	1.5	5	4	-1	-8	·	0.0	-0.3	-10
COc1cccc(-c2nc(CS(=O)CC(=O)NC3CCCCC3)c(C)o2)c1 (stereo not given)	-7	-0.8	12	-5	-1	-3	17	i	1.4	0
COC(=O)c1ccc(SCC(=O)NCc2ccccc2)c([N+](=O)[O-])c1	-1	1.1	0	-3	3	-3	26	0.5	0.3	0
COc1ccc(N2CCN(C(=O)COc3ncnc4ccccc34)CC2)cc1	-1	0.9	6	2	-2	-9	18	0.2	-0.4	1
Fc1ccccc1-c1nc(NCC2CC2)nc2ccsc12	·	2.0	·	·	3	·	·	-4.5	·	5
COc1cccc(C(=O)NC2CCSC2=O)c1 (stereo not given)	-2	·	5	4	-2	0	-8	i	-1.1	9
CN1CCN(NC(=O)c2cccc(C(F)(F)F)c2)CC1	4	-0.1	-3	-2	-1	0	5	0.0	-1.2	5
CSc1nc(C)cc(OCCO)n1	-2	1.4	7	-1	0	-19	11	-0.4	0.5	-7
Cc1cc(C)cc(N(CC(=O)N2CCN(c3ccccc3)CC2)S(=O)(=O)c2c(C)noc2C)c1	1	-1.3	14	-1	-12	-4	13	-0.2	-0.3	4
Cc1ccc2nc(-c3ccc(NC(=O)C4CCCO4)cc3)[nH]c2c1 (stereo not given)	1	·	-9	4	-1	-8	8	-2.2	-0.1	-4
O=S(=O)(c1ccccc1)N1CCN=C1SCc1ccccc1	-1	10*	-12	-5	-2	-31	14	i	1.1	-3
CN(c1ccccc1)S(=O)(=O)c1cccc(NC(=O)c2cccc(C#N)c2)c1	·	0.0	8	-40	1	-4	·	i	1.7	5

Arranged by length of the SMILES (largest number first): eleven of the compounds above
SMILES	SARS 3CLpro inh	TcdB GH inh	MazEF act	Rv3671c inh	Anthrax LF inh2	SSB-PriA inh	VHR inh abs	BH1578 lux ind	PfHsp40 rescue	Yp Topo-I inh
CCOC(=O)c1[nH]c(Cc2[nH]c(C(=O)OCC)c(C)c2CCC(=O)OC)c(CCC(=O)OC)c1C	0	·	1	3	?	0	2	-0.4	1.1	28
Cc1cc(C)cc(N(CC(=O)N2CCN(c3ccccc3)CC2)S(=O)(=O)c2c(C)noc2C)c1	1	-1.3	14	-1	-12	-4	13	-0.2	-0.3	4
CN(c1ccccc1)S(=O)(=O)c1cccc(NC(=O)c2cccc(C#N)c2)c1	·	0.0	8	-40	1	-4	·	i	1.7	5
COC(=O)c1ccc(SCC(=O)NCc2ccccc2)c([N+](=O)[O-])c1	-1	1.1	0	-3	3	-3	26	0.5	0.3	0
Cc1ccc2nc(-c3ccc(NC(=O)C4CCCO4)cc3)[nH]c2c1 (stereo not given)	1	·	-9	4	-1	-8	8	-2.2	-0.1	-4
Cc1ccc(-n2ccnc(SCC(=O)NC3CCCC3)c2=O)cc1Cl	·	1.5	5	4	-1	-8	·	0.0	-0.3	-10
CC12COC3(C(=O)Nc4ccc(Cl)cn4)CC1CCC32C (stereo not given)	-2	·	5	3	3	-9	-16	-1.4	0.4	1
O=S(=O)(c1ccccc1)N1CCN=C1SCc1ccccc1	-1	10*	-12	-5	-2	-31	14	i	1.1	-3
Fc1ccccc1-c1nc(NCC2CC2)nc2ccsc12	·	2.0	·	·	3	·	·	-4.5	·	5
COc1cccc(C(=O)NC2CCSC2=O)c1 (stereo not given)	-2	·	5	4	-2	0	-8	i	-1.1	9
CSc1nc(C)cc(OCCO)n1	-2	1.4	7	-1	0	-19	11	-0.4	0.5	-7

Continued:
SMILES	SARS 3CLpro inh	TcdB GH inh	MazEF act	Rv3671c inh	Anthrax LF inh2	SSB-PriA inh	VHR inh abs	BH1578 lux ind	PfHsp40 rescue	Yp Topo-I inh
Cc1ccc(NC(=O)COC(=O)/C(=C/c2cccs2)c2cccs2)cc1S(=O)(=O)N(C)C	2	-14	1	-116	-4	-4	-7	-0.4	1.0	-9
Nc1c(N(CCC2=CCCCC2)C(=O)c2ccccc2F)c(=O)[nH]c(=O)n1Cc1ccccc1	·	0.0	2	-10	-15	-8	·	0.0	-1.4	7
CCn1c(SCC(=O)NCC(=O)Nc2ccc(F)cc2)nnc1-c1cccs1	0	·	5	6	-2	-7	30	25*	0.5	2
CCc1ccccc1N(C(=O)c1snc(C(N)=O)c1N)C(C(=O)NCC1CCCO1)c1ccc(C)o1 (stereo not given)	1	2.0	10	-7	-1	0	27	0.2	0.6	27
COc1ccc(OC)c(NC2c3ncccc3C(=O)N2Cc2ccco2)c1 (stereo not given)	-2	1.1	7	1	-5	10	28	-0.2	-2.5	6
C=CCn1c(N)cc(=O)nc1SCC(=O)N(c1ccccc1)c1ccccc1	-2	-0.1	7	-8	-8	-5	1	-0.9	0.5	2
O=C(CNC(=O)c1ccc2c(c1)OCCO2)N/N=C/c1ccco1	1	2.0	-2	6	-4	i	-4	-0.5	-1.5	-9
O=C(Nc1nc2c(s1)CCCC2)c1nn(Cc2ccccc2)c(=O)c2ccccc12	8	0.5	-18	-16	1	-2	-4	-0.2	0.0	39
CCS(=O)(=O)NCc1cn2c(C)csc2n1	0	·	6	5	0	-11	29	i	-0.3	2
COC(=O)COC(=O)c1ccc(-n2nnnc2SC)cc1	4	·	-3	-10	-2	-18	32	i	0.1	-6
COC(=O)C1=CNC=C(C(=O)OC)C1c1cccc2ccccc12	-2	0.7	4	-4	1	5	0	0.7	1.1	0
CC(C)NC(=O)N(C)C[C@H]1Oc2c(NS(=O)(=O)c3cccs3)cccc2C(=O)N([C@H](C)CO)C[C@@H]1C	·	0.9	0	-1	-2	-2	·	1.2	-0.3	3
Cc1ccc(CNC(=O)C2CCN(C(=O)c3cccc(Cl)c3)CC2)cc1	-3	1.5	2	-9	3	-1	19	-1.0	-0.1	13
CC(C)c1onc(C(=O)NC2CCCCC2)c1[N+](=O)[O-]	-5	1.2	5	-6	1	-15	7	-0.4	-1.4	7
CCN(CC)CCNC(=O)NC1CCCCC1	-8	·	6	7	0	-2	18	i	-0.2	-7
O=C(Cc1ccc(S(=O)(=O)N2CCOCC2)s1)Nc1cc(C(F)(F)F)cc(C(F)(F)F)c1	·	1.0	5	-44	-3	-5	·	-0.6	-1.6	-13
